# GSH fluor = compound fluoresces at 488/530 nm on GSH beads. actives 0.25% (n = 190,000). fluorescence (KMESF) at 10 µM. GSH beads flow cytometry, compound fluorescence 488/530 nm; stronger effect = higher value; in the data active = fluorescence above about 89;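 note: glutathione beads carrying GST-tagged Bcl family fusion proteins plus one bare bead set; values are compound well signal with DMSO vehicle wells as background; inactives centre near 16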
# ABCB1 inh = blocks JC-1 efflux by human ABCB1 transporter; inhibition, % at 6.6 µM; P08183; actives 0.067% (n = 190,000); CCRF-Adr cells, flow cytometry; in the data active = inhibition above about 40%;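 note: 0% = vehicle and 100% = reference inhibitor; higher value means more JC-1 retained so stronger ABCB1 efflux block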
# Avidin bead fluor = avidin bead compound fluorescence profile. AID 1775. actives 0.38% (n = 220,000). Avidin beads, compound fluorescence 488/530 nm, flow cytometry; stronger effect = higher value. fluorescence (KMESF) at 10 µM; in the data active = fluorescence above about 47; note: inactives centre near 10
# RGS7-Gao = regulators of human RGS7-Galphao interaction; P09471; Multiplexed bead flow cytometry, RGS7-Galphao binding; actives lie on both sides; binding response (% of control), % at 10 µM; actives 0.35% (n = 220,000); AID 1439; in the data active = binding response below about 49% or above about 150%; inconclusive = no clear call, values can overlap the other calls; inactive = in between;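 note: fluorescent Galphao held in activated GDP-AlF4 state binding bead-coupled RGS7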
# Mcl1-Noxa inh = Mcl-1/Noxa interaction inhibition; Q07820; TR-FRET Mcl-1/Noxa peptide binding, 2 h; inhibition, % at 21.7 µM; actives 1.5% (n = 220,000);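 active = compounds that cut the protein-peptide binding signal by more than 50% relative to plate controls in a single-dose test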;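 note: His-tagged Mcl-1 with rhodamine Noxa BH3 peptide and terbium anti-His antibody; 0% = Mcl-1 plus Noxa peptide wells and 100% = peptide-only wells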
# Mcl1 Bid PPI = Mcl-1/Bid interaction inhibition; TR-FRET Mcl-1/Bid-Dy647 peptide binding, 1536-well; inhibition, % at 21.7 µM; actives 0.97% (n = 220,000); AID 1021;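 active = compounds that cut the binding signal by more than half at the single screening dose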;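 note: His-tagged Mcl-1 with europium anti-His antibody binding Bid BH3 peptide; 0% = Mcl-1 plus peptide wells and 100% = peptide-only wells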
# RGS4-Gao reg = human RGS4-Galphao interaction regulation; P09471; Multiplexed bead flow cytometry, RGS4-Galphao binding; actives lie on both sides; binding response (% of control), % at 10 µM; actives 0.33% (n = 220,000); in the data active = binding response below about 49% or above about 150%; inactive = in between;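 note: fluorescent Galphao activated with aluminum fluoride binding bead-coupled RGS4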
# Pf gamet viab = P. falciparum stage V gametocyte viability inhibition; inhibition, % at 10.9 µM; actives 0.065% (n = 150,000); P. falciparum stage V gametocytes, ATP luminescence, 24 h; AID 743093;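 active = inhibition above the mean plus 3 SD of compounds within the control limits, set per campaign, cut at about 38% in these data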;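 note: 0% = DMSO wells and 100% = medium only without gametocytes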
# Bim-Mcl-1 = human Bim-Mcl-1 interaction inhibition. Q07820. Bead-based flow cytometry, Bim peptide-Mcl-1 binding. inhibition, % at 10 µM. actives 0.1% (n = 190,000). AID 1009; in the data active = inhibition above about 40%;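 note: 0% = no compound tracer wells and 100% = peptide blocker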
# ABCG2 inh = inhibitors of human ABCG2 transporter, ABCB1 counter-screen. IgMXP3 cells, JC-1 efflux, flow cytometry. inhibition, % at 6.6 µM. actives 0.1% (n = 190,000);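 active = inhibition above 80%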;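 note: 0% = DMSO and 100% = nicardipine control wells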
#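 material = IgMXP3 (ABCG2) plus far-red-tagged CCRF-Adr (ABCB1) cells | amount = 3 million cells/mL, equal mix of both lines | also added = JC-1 transporter substrate | dosing = one concentration, 6.6 µM final | schedule = 10 min at 25 °C | measured by = flow cytometric JC-1 green MFI at 530 nm | read-out basis = percent efflux inhibition, scaled nicardipine 100% to DMSO 0%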
# RGS8-Gao reg = regulators of human RGS8-Galphao interaction. response (percent of control binding), % at 10 µM. AID 1423. actives 0.34% (n = 220,000). P09471. multiplexed bead flow cytometry, RGS8-Galphao binding; actives lie on both sides; in the data active = response below about 60% or above about 140%; inactive = in between;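 note: Galphao activated as the GDP aluminium fluoride complex binding bead-coupled RGS8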
# Active calls of the source: *; ? = inconclusive; / = no result given; & = joins results of further samples.
# The line under a structure holds: GSH fluor	ABCB1 inh	Avidin bead fluor	RGS7-Gao	Mcl1-Noxa inh	Mcl1 Bid PPI	RGS4-Gao reg	Pf gamet viab	Bim-Mcl-1	ABCG2 inh	RGS8-Gao reg
COc1ccc(C2CC(c3cccs3)=NN2C(=O)CSC2=NN3CCCC(=O)N=C3S2)cc1 (centres undefined)
  19	-1.5	7	107.5	8.8	-10.1	107.8	/	0.0	-2.8	105.3
COc1ccc2nc(NC(=O)CSc3nc(SC)ns3)sc2c1
  12	-0.9	11	100.5	21.0	-3.7	102.2	-0.4	-8.0	-4.5	99.3
CC1(C)CC(=O)C2=C(C1)N(c1cccnc1)C(N)=C(C#N)C2c1cccs1 (centres undefined)
  8	-1.3	2	97.4	6.2	-8.3	99.8	4.0	-4.0	-2.5	97.5
COc1ccc(Br)cc1CN(C)CC(=O)NCCc1ccccc1
  23	1.0	6	96.2	20.8	18.7	98.0	7.1	-2.0	2.8	105.1
O=C(COC(=O)c1cc(S(=O)(=O)N2CCOCC2)ccc1O)NCC1CCCO1 (centres undefined)
  16	0.3	10	94.5	11.7	-5.4	98.8	/	0.0	-0.3	99.9
CCCOc1ccc(N2C(=O)CC(N3CCC(O)(c4cccc(C(F)(F)F)c4)CC3)C2=O)cc1 (centres undefined)
  7	0.9	17	97.3	3.2	-60.6	105.8	-28.1	-1.0	3.7	99.2
CC1=C(C(=O)OCC(C)C)[C@]23C(=O)c4ccccc4[C@@]2(O1)OC(N)=C3C#N
  22	0.8	14	101.9	8.8	-10.5	96.2	/	-2.0	2.2	95.8
CC(C)CC(c1nnnn1C1CCCC1)N1CCN(c2ccccc2F)CC1 (centres undefined)
  27	0.5	8	95.9	-6.9	11.5	106.2	-8.5	-1.0	-0.1	88.1
CSCCC1NC(=O)NC1=O (centres undefined)
  8	0.3	10	99.1	2.3	-25.3	99.8	/	-1.0	1.5	99.1
O=C(Nc1cccc(Cl)c1)c1cc([N+](=O)[O-])ccc1N1CCN(CCO)CC1
  16	0.9	9	?	20.1	-31.0	100.2	-26.6	0.0	40.3	102.5
O=C(Nc1cc(Cl)ccn1)C1(c2ccccc2)CC1(Cl)Cl (centres undefined)
  /	/	11	?	17.5	25.1	101.8	-33.9	/	/	100.9
COc1ccc(C2Nc3ccccc3C(=O)N2Cc2ccco2)cc1CN1C(=O)c2ccccc2C1=O (centres undefined)
  13&12	0.0&6.3	15&10	102.0&93.1	14.8&10.6	-34.8&-9.0	97.7&96.4	0.7	1.0&-3.0	-2.1&4.4	98.3&92.4
O=C(NCCc1ccncc1)Nc1ccc(Cl)c(Cl)c1
  26	1.3	9	?	8.5	-11.6	96.8	-13.9	0.0	16.6	99.3
Cn1c(SCC(=O)NC2CCCCC2)nnc1-c1cccc(N)c1
  20	-0.1	13	98.9	19.2	-6.5	98.5	-6.8	0.0	-1.0	91.9
CC(=O)OCC[n+]1c(C)n(-c2ccccc2)c2ccc(Cl)cc21
  13	0.3	10	89.7	29.3	-36.1	88.4	2.7	-1.0	1.9	96.2
CN(CC(=O)NC1CCCCCC1)S(=O)(=O)c1cnc[nH]1
  11	1.0	10	106.4	10.0	-29.6	99.7	/	0.0	9.9	99.4
O=C(CCC1CCCN(C(=O)Cc2cccc(F)c2)C1)N1CCN(c2ccccn2)CC1 (centres undefined)
  15	5.3	9	99.1	13.1	-21.1	106.2	15.0	-1.0	9.0	101.4
CC1=C(C)C(=O)OC(C(C)C2CCC3C4CC=C5CC(OC6OC(COC7OC(CO)C(O)C(O)C7O)C(O)C(O)C6O)CC(O)C5(C)C4CCC23C)C1 (centres undefined)
  19	0.1	7	99.1	26.3	33.5	106.6	/	-3.0	1.9	98.8
ClCc1nnc(-c2cc3c(s2)CCCC3)o1
  19	0.0	6	104.4	12.9	1.7	100.5	-8.6	-2.0	10.1	101.0
CCOc1ccc(NC(=O)N[C@@H](CCSC)C(=O)OC)cc1
  12	0.2	7	102.0	-7.9	-28.1	103.2	/	0.0	0.7	102.7
C=C(C)Cn1c(CCNC(=O)CCC)nc2ccccc21
  36	-0.9	16	101.3	6.6	0.1	102.2	/	-2.0	-1.9	100.0
COc1cccc(OCCCCN2CC(C)OC(C)C2)c1 (centres undefined)
  34	1.3	16	104.3	11.4	49.0	101.3	/	-3.0	-2.0	99.3
CCCn1nc2cc(C(=O)NCc3ccccc3)ccc2c1OCC
  9	-0.2	13	101.3	-2.1	-53.6	99.0	/	2.0	1.1	106.7
NC(=O)COC(=O)c1ccc(Cl)c(S(=O)(=O)N2CCN(c3ccc(F)cc3)CC2)c1
  19	0.7	11	100.8	20.9	-13.1	98.2	-10.4	3.0	1.6	102.2
O=C(c1csc2c1CCCCC2)N1CCN(c2ncccn2)CC1
  32	0.1	8	97.5	9.3	-12.5	99.5	5.3	0.0	-1.4	99.0
O=C(c1ccccc1)N1C(=O)C(c2ccccc2)Oc2ccccc21 (centres undefined)
  /	/	8	?	-4.7	4.7	90.9	-8.6	/	/	94.8
COc1cc2cc(C(c3nnnn3C(C)(C)C)N3CCC(C)CC3)c(=O)[nH]c2cc1OC (centres undefined)
  41	0.9	2	116.2	-10.3	-4.2	118.4	-20.0	-4.0	1.5	119.2
COC(=O)c1cccc(NC(=O)C(C)(C)C)c1
  /	/	6	?	-18.6	-1.1	102.4	-2.5	/	/	98.7
C=CCCN(C1CCCC1)S(=O)(=O)c1ccccc1Br
  /	/	13	?	13.6	-7.0	93.4	12.7	/	/	95.8
CCC(=O)N1CCc2cc(S(=O)(=O)NCCCOC)ccc21
  19	0.8	7	95.8	0.9	-5.5	94.7	/	-1.0	4.0	98.7
COC(=O)c1ccccc1NC(=O)CNc1cc(Cl)ccc1N1CCOCC1
  55	2.4	6	91.7	6.0	-26.5	91.6	/	-1.0	32.5	92.6
Cc1cc2c(N=O)c(NO)ccc2[nH]1
  23	0.5	9	91.6	20.5	-24.4	93.3	/	1.0	3.5	96.9
CCOC(=O)c1c(Nc2ccc(Cl)cc2)sc(/C=C2\C=Nc3ccccc32)c1O
  41	0.0	6	95.5	9.9	-23.5	98.1	-27.3	0.0	8.1	97.3
O=C(Nc1ccc(CN2CCCCC2)cc1)c1cc(Br)ccc1Cl
  9	1.8	9	93.8	7.8	-4.4	99.4	0.7	-1.0	11.4	99.2
NC(=O)c1c(NC(=O)Cn2nc(C(=O)O)c3ccccc3c2=O)sc2c1CCCC2
  /	/	3	?	-6.6	30.9	94.0	6.1	/	/	102.7
O=C(Nc1ccc2c(c1)OCO2)c1ccc(Br)o1
  27	0.2	8	92.6	9.1	-31.1	91.7	/	0.0	0.6	96.0
O=C(Cc1ccccc1[N+](=O)[O-])NCc1ccncc1
  9	0.3	11	108.0	9.8	-10.2	105.0	/	0.0	1.1	107.3
Cc1cc(C(F)(F)F)nn1CC(=O)NNC(=S)Nc1ccc(F)cc1
  35	-0.6	15	100.5	-15.2	-76.0	99.4	17.1	-7.0	2.8	102.5
Cc1cc(C)nc(/N=C(\N)N2CCCCCC2)n1
  17	0.4	7	100.3	-6.3	-12.7	100.9	19.1	-5.0	3.5	98.8
Cc1cc(Br)ccc1SCC(=O)OCC(=O)NC1CCCC1
  31	0.0	27	104.1	18.8	3.5	102.0	8.7	-2.0	1.1	105.7
O=C1CCCCC1C(=O)c1ccccc1 (centres undefined)
  /	/	5	/	95.0*	-37.9	91.8	6.5	/	/	97.0
O=c1oc2ccc3ccccc3c2c2c1SC(C(F)(F)F)C2 (centres undefined)
  8	0.3	8	104.9	17.8	-23.6	102.6	/	0.0	2.1	105.0
C/C(=C\c1ccccc1)C(=O)n1nnc2ccccc21
  13	0.4	9	105.2	8.8	-11.0	102.8	/	1.0	1.6	101.4
Cc1ccc(C(=O)Oc2coc(CSc3nnc(NC(=O)C4CC4)s3)cc2=O)cc1C
  15	-0.6	9	93.6	18.4	-14.6	88.8	-14.2	-4.0	-2.5	106.0
Cc1[nH][nH]c(=O)c1C=NCc1cccnc1
  10	0.7	12	?	20.0	-39.3	100.2	14.3	0.0	2.9	101.4
O=C(Cc1ccccc1)Nc1ccc(F)cc1
  19	0.0	11	107.0	13.5	1.6	102.2	/	-4.0	1.6	101.7
CCCCN1C(N)=NC[C@@H]1Cc1ccc(O)cc1
  /	/	10	?	9.3	-36.3	103.4	/	/	/	102.5
N#Cc1c(-c2ccccc2)nc(SCC(=O)Nc2nnc(C(F)(F)F)s2)[nH]c1=O
  9	-0.5	26	106.7	6.1	3.7	108.5	-20.8	-26.0	-0.8	108.2
NC(=S)N=Nc1c(O)n(CCCl)c2ccc(Cl)cc12
  24	0.0	8	98.8	-7.2	-59.7	98.0	-3.9	-3.0	6.2	100.3
CCn1nc(C)c(C(=O)Nc2cc(Oc3cc(C)cc(C)c3)cc([N+](=O)[O-])c2)c1C
  32	2.0	3	96.4	3.7	15.9	98.4	/	0.0	10.5	95.6
CCOC(=O)C1CCCN(S(=O)(=O)c2ccc(Br)c(OC)c2)C1 (centres undefined)
  34	1.8	14	102.7	14.4	9.9	100.8	/	0.0	3.1	101.5
Fc1ccc(COc2cccc3cccnc23)cc1
  17	2.6	9	?	12.6	-12.0	105.4	-17.5	-3.0	23.1	103.3
CCOC(=O)c1nc(NCc2cccnc2)c2ccccc2n1
  26	0.4	5	92.3	-6.0	-32.0	91.0	/	0.0	2.5	96.5
CN(NC(=O)c1ccccc1)c1nc2ccccc2nc1C(F)(F)F
  62	0.1	4	101.0	-7.1	-3.9	102.5	-12.9	-1.0	0.4	103.3
Cc1cc(NS(=O)(=O)c2ccc(NC(=O)c3cnc4sccn4c3=O)cc2)nc(C)n1
  18	1.3	7	92.5	13.2	3.9	100.4	/	2.0	0.6	87.0
O=C1c2ccccc2C(Nc2ccccc2F)N1c1cccnc1 (centres undefined)
  19	-2.2	4	96.2	-9.8	-10.7	99.7	/	-1.0	-4.3	91.4
N#CC1(Cc2ccccc2Cl)c2ccccc2C=CN1C(=O)c1ccccc1 (centres undefined)
  41	1.0	12	101.9	7.2	-34.8	101.2	/	0.0	5.2	99.6
Cc1cc(C)c2nc(NNC(=O)c3ccc(S(=O)(=O)N4CC(C)CC(C)C4)cc3)sc2c1 (centres undefined)
  16	0.5	7	91.7	-49.4	-33.4	90.2	/	0.0	-4.8	102.2
